# Bioassay records: PubChem BioAssay, Southern Research Specialized Biocontainment Screening Center
# PhoP GFP inhibition: PhoP regulon inhibitors, Salmonella typhi PhoP promoter GFP reporter, confirmatory (AID 1850). Salmonella Typhi PhoP-promoter GFP reporter, fluorescence, 4 h; higher % means a stronger effect. inhibition, % at 50 µM; hits with a dose series show IC50 in µM. 310,000 tested, 0.33% active; in the data active = a potency from the dose series; inconclusive = inhibition mostly from about 25% at the one dose, without a potency; inactive = the rest, 99 in 100 with inhibition below about 19%;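 note: 0% = induced wells with vehicle and 100% = uninduced wells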
# influenza NS1A: H1N1 influenza NS1A inhibitors, functional cell based assay (AID 504329); NS1A functional cell-based assay, percent inhibition; higher % means a stronger effect; inhibition, % at 12.5 µM, or IC50 in µM where a hit was titrated; 340,000 tested, 0.3% active; in the data active = a potency from the dose series; inconclusive = inhibition above about 27% without an active follow-up result; note: strong numbers were not always called active
# M. tuberculosis: growth inhibition of non-replicating M. tuberculosis (AID 488890) | Mycobacterium tuberculosis non-replicating, growth inhibition; higher % means a stronger effect | one-dose inhibition, % at 25 µM; IC50 in µM for titrated hits | 320,000 tested, 0.39% active; in the data active = a potency from the dose series; inconclusive = inhibition mostly from about 82% at the one dose, without a potency; inactive = the rest, 99 in 100 with inhibition below about 76%;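 note: plate controls were DMSO cells for no effect and high antibiotic wells for full effect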
# VEEV TC-83 Vero: inhibitors of VEEV TC-83 cytopathic effect, confirmation, Vero cells (AID 588727); 350,000 tested, 0.13% active; Vero cells, VEEV TC-83 cytopathic effect inhibition; higher % means a stronger effect; one-dose inhibition, % at 20 µM; IC50 in µM for titrated hits; in the data active = a potency from the dose series; inconclusive = inhibition mostly from about 14% at the one dose, without a potency; inactive = the rest, 99 in 100 with inhibition below about 12%; note: strong numbers were not always called active
# M. tuberculosis HTS: M. tuberculosis growth inhibition, HTS (AID 449762); M. tuberculosis H37Rv growth inhibition, 7H9 media; higher % means a stronger effect; inhibition, % at 25 µM; hits with a dose series show IC50 in µM; 330,000 tested, 0.59% active; in the data active = a potency from the dose series; inconclusive = inhibition above about 70% without an active follow-up result;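 note: bacterial growth assessed after seven days of incubation; strong numbers were not always called active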
# VEEV TC-83 Vero 10K pilot screen: further read-out of VEEV TC-83 Vero, marked with its call; inhibition, %; measured here: 10K pilot screen inhibition
# An asterisk follows results filed as active; i = inactive; ? = inconclusive; . = no result given.
SMILES,PhoP GFP inhibition,influenza NS1A,M. tuberculosis,VEEV TC-83 Vero,M. tuberculosis HTS,others
COc1cccc(C(=O)OCC(=O)N2CCc3ccccc3C2)c1,.,2.2%,43.9%,3.2%,-1.6%,
COc1cc(C)c(NC(=O)C2CCN(S(=O)(=O)c3cccs3)CC2)cc1OC,.,13.2%,-5.0%,0.2%,-4.6%,
O=c1c2cc(Br)ccc2nc(-c2ccccc2)n1O,-19.0%,-19.4%,78.6%,2.5%,-0.5%,
CCNC(=S)N1CCN(S(=O)(=O)c2ccc(C)c(C)c2)CC1,-5.5%,-3.4%,-17.4%,0.5%,-1.2%,
Cc1ccc(-n2ncc(C#N)c2/N=C/N2CCOCC2)cc1,-5.1%,3.6%,-27.5%,1.0%,-3.8%,
Cc1ccc(C(=O)CCC(=O)Nc2ncccc2C)cc1,.,4.1%,10.3%,i,-2.0%,
CSC1=N/C(=C\C=C\c2cccs2)C(=O)S1,-4.8%,69.4µM*,?,0.6%,2.4%,
COc1cccc(NC(=O)COC(=O)c2c(-c3ccccc3)noc2C)c1,8.5%,23.9%,12.5%,1.8%,-12.6%,
O=C(COC(=O)c1cc[n+]([O-])cc1)Nc1c(Cl)cccc1C(F)(F)F,0.8%,-14.4%,-1.8%,1.5%,1.4%,
O=C(O)CN1C(=O)Nc2ccc(Br)cc2C1c1ccccc1 (stereo not drawn),-7.9%,0.0%,15.7%,1.4%,-6.0%,
CC(=O)/C(=C/c1ccc(N(C)C)cc1)C(=O)c1ccccc1,-9.1%,-0.7%,2.0%,0.6%,1.7%,
O=C(COc1ccccc1Br)c1ccc(O)cc1O,-2.5%,-0.6%,47.4%,2.4%,4.4%,
Cc1ccc([N+](=O)[O-])cc1NC(=O)c1ccoc1C,-4.6%,-0.2%,-10.9%,2.4%,2.5%,
CC(C)(Oc1ccc(Cl)cc1)C(=O)Nc1ccc2oc(=O)ccc2c1,-15.2%,11.6%,14.0%,4.1%,-3.3%,
CC12CCC(C(=O)N(Cc3ccccc3)Cc3ccccc3)(OC1=O)C2(C)C (stereo not drawn),5.0%,-1.3%,16.7%,1.4%,8.2%,
CC1CC(O)C(C)CN1 (stereo not drawn),.,-16.6%,.,1.3%,.,
C=CCN1CC(C(=O)N2CCC(Cc3ccc(Cl)cc3)(C(=O)OCC)CC2)CC1=O (stereo not drawn),-2.9%,-9.3%,12.3%,i,4.0%,
COc1ccccc1C(=O)NC(C)C(c1cccs1)N1CCOCC1 (stereo not drawn),-5.2%,-2.3%,13.2%,i,-0.8%,
O=C(CSc1ncn[nH]1)Nc1nc(-c2cccc([N+](=O)[O-])c2)cs1,3.0%,3.1%,?,5.7%,45.5%,
Cc1nnc(SCc2ccccc2)n(N)c1=O,-19.1%,-5.0%,-14.0%,0.9%,-8.4%,

# Among those listed so far, these have a nitro group on carbon.
SMILES,PhoP GFP inhibition,influenza NS1A,M. tuberculosis,VEEV TC-83 Vero,M. tuberculosis HTS,others
Cc1ccc([N+](=O)[O-])cc1NC(=O)c1ccoc1C,-4.6%,-0.2%,-10.9%,2.4%,2.5%,
O=C(CSc1ncn[nH]1)Nc1nc(-c2cccc([N+](=O)[O-])c2)cs1,3.0%,3.1%,?,5.7%,45.5%,

# Other results:
SMILES,PhoP GFP inhibition,influenza NS1A,M. tuberculosis,VEEV TC-83 Vero,M. tuberculosis HTS,others
CCOc1ccc2nc3ccc4[nH]onc4c3c2c1,-8.6%,-6.3%,40.6%,9.8%,46.0%,
Cc1c(Cl)cnc(NC(=O)COC(=O)[C@H](C)NC(=O)c2ccccc2)c1Cl,.,3.2%,-9.6%,3.8%,-5.7%,
CC1=C(C(=O)OC(C)C)C(c2ccncc2)n2ncnc2N1 (stereo not drawn),8.1%,-0.6%,-3.1%,1.5%,0.0%,
Cc1nc(CSc2ccc(Cl)cc2)cc(NCc2ccccc2)n1,16.3%,-4.1%,8.5%,5.3%,5.8%,
CC(=O)C1C=CC(C)(C(=O)O)C2C=C(C)C(=O)C(C)(O)C12 (stereo not drawn),.,1.8%,.,0.6%,.,
O=C(N=C1SC2CS(=O)(=O)CC2N1c1ccccc1Cl)C1CCCO1 (stereo not drawn),1.5%,6.6%,-6.1%,0.5%,-1.7%,
COC(=O)CCC(=O)Nc1cccc2ccccc12,-10.6%,0.6%,-12.7%,2.0%,-6.5%,
COC(=O)Cc1[nH]nc2c1C1(C(=O)N(Cc3ccccc3)c3ccccc31)C(C#N)=C(N)O2 (stereo not drawn),7.6%,-1.1%,32.5%,1.7%,-8.0%,VEEV TC-83 Vero 10K pilot screen=4.4
O=C(CCS(=O)(=O)c1cccs1)Nc1ccc(C(=O)NC2CCCC2)cc1,-5.3%,19.4%,5.1%,0.3%,-1.3%,
COCc1nnc(NS(=O)(=O)c2ccc(C)cc2)s1,-9.6%,-2.4%,3.3%,5.7%,-1.2%,
CN(C)c1ccc(CN(C)C2CCCCC2)cc1,3.4%,-7.3%,-13.4%,0.1%,-10.0%,
O=C(CSc1nnc(-c2ccccc2O)o1)N1CCOCC1,.,6.7%,.,0.1%,.,
Cc1ccc(N(C)S(=O)(=O)c2cccc(C(=O)NC3CC(C)(C)NC(C)(C)C3)c2)cc1,-4.3%,-10.3%,12.9%,1.4%,-9.1%,
CCCCNC(=O)N1CCc2[nH]c3ccccc3c2C1,0.1%,0.0%,5.8%,0.9%,3.6%,
CCSc1ncc(Cl)c(C(=O)Nc2cc(C)ccc2C)n1,10.8%,18.7%,-8.2%,i,-17.5%,
Cc1cccc(-n2c(SCc3ccc([N+](=O)[O-])cc3)nnc2-c2c[nH]c3ccccc23)c1,2.6%,13.9%,6.6%,3.5%,7.6%,
CCN(C(=O)COC(=O)c1[nH]c(C)c(C(C)=O)c1C)c1c(N)n(Cc2ccccc2)c(=O)[nH]c1=O,.,4.6%,-6.2%,1.6%,12.8%,
Oc1cccc(Nc2nc(O)c(/C=C3\C=Nc4ccccc43)s2)c1,3.8%,3.0%,5.6%,9.0%,-4.0%,
CC(OC(=O)C1=Cc2ccccc2OC1)C(=O)NC1CCCC1 (stereo not drawn),6.6%,-11.6%,-5.5%,0.4%,8.1%,
COc1cccc(N2CCN(C(=O)CSc3ccc(F)cc3)CC2)c1,-9.0%,0.4%,63.1%,0.6%,3.5%,

# Of the compounds above, 2 have a COOH group:
SMILES,PhoP GFP inhibition,influenza NS1A,M. tuberculosis,VEEV TC-83 Vero,M. tuberculosis HTS,others
O=C(O)CN1C(=O)Nc2ccc(Br)cc2C1c1ccccc1 (stereo not drawn),-7.9%,0.0%,15.7%,1.4%,-6.0%,
CC(=O)C1C=CC(C)(C(=O)O)C2C=C(C)C(=O)C(C)(O)C12 (stereo not drawn),.,1.8%,.,0.6%,.,

# Following part
SMILES,PhoP GFP inhibition,influenza NS1A,M. tuberculosis,VEEV TC-83 Vero,M. tuberculosis HTS,others
O=C(C1CCN(Cc2ccccc2)CC1)N1CCCC1,3.7%,-6.8%,-3.2%,i,-0.9%,
CN1C(=O)CSc2ccc(NC(=O)N3CCN(c4ccccn4)CC3)cc21,1.8%,-9.7%,-8.0%,9.9%,-0.6%,
COc1cccc(NC(=O)CN(C)C(=O)CSc2ncnc3sc(C)c(C)c23)c1,1.6%,-2.2%,12.4%,0.5%,3.4%,
COC(=O)c1ccc(C(=O)NCCCCO)cc1,-5.5%,2.8%,15.1%,i,-2.3%,VEEV TC-83 Vero 10K pilot screen=1.2
CCN1CCN(S(=O)(=O)c2ccc(Cl)c(C(=O)N(C)C(c3ccccc3)c3ccccc3)c2)CC1,-3.0%,-4.3%,25.5%,5.4%,15.8%,
Cc1ccc(NC(=O)COC(=O)C2CCC2)cc1S(=O)(=O)N1CCOCC1,.,12.3%,1.2%,0.5%,1.2%,
N#Cc1c(-c2ccc(F)cc2)noc1N,-1.0%,8.9%,12.9%,5.5%,-4.6%,
COC(=O)c1sc2ccccc2c1NC(=O)c1ccc(S(=O)(=O)N2CCCCC2C)cc1 (stereo not drawn),-12.0%,20.1%,-11.7%,3.5%,5.9%,
O=C(Cc1ccccc1)NCC(=O)Nc1ccccc1Br,13.5%,1.1%,-8.6%,0.4%,7.8%,
COc1ccc(-c2noc(N3CCC(C(=O)NCCCN4CCCCC4)CC3)n2)cc1,-9.8%,-2.8%,6.1%,2.8%,2.7%,VEEV TC-83 Vero 10K pilot screen=1.2
O=C(Cn1cc([N+](=O)[O-])cn1)Nc1nccs1,5.7%,-6.6%,-15.0%,5.3%,-3.8%,
COc1ccc(CNC(=O)c2csnn2)cc1,-1.7%,24.0%,56.3%,i,-4.7%,
COc1ccc2c(-c3ccccc3)cc(SC(C)C(N)=O)nc2c1 (stereo not drawn),-7.2%,-15.3%,9.2%,4.7%,43.9%,
O=C1C=CC(=O)c2c(O)c(CO)c(CO)c(O)c21,.,5.0%,.,i,.,
CN(CCc1cnn(C)c1)Cc1nc(CC2CC2)no1,2.4%,-11.8%,5.6%,i,1.5%,
C=CCn1c(C(C)NC(=O)c2ccc(C)cc2)n[nH]c1=S (stereo not drawn),-0.1%,-3.7%,2.4%,0.2%,0.1%,
NS(=O)(=O)c1ccc(CCNC(=O)CNC(=O)COc2ccccc2)cc1,-9.3%,-17.6%,-9.2%,0.2%,-0.2%,
COc1cccc(NC(=O)CN2C(=O)NC(C)(CC(C)C)C2=O)c1 (stereo not drawn),-18.2%,-5.3%,10.9%,0.7%,2.5%,
COc1ccc(CC(=O)NNC(=O)c2cccnc2)cc1OC,0.5%,9.1%,-2.0%,0.2%,-5.4%,
CCOC(=O)c1ccc(N2C(=O)CC(N3CCC(O)(c4ccc(Cl)cc4)CC3)C2=O)cc1 (stereo not drawn),-16.2%,7.6%,33.1%,i,-1.6%,
CN(Cc1ccc(Cl)c(Cl)c1)C(=O)C1CSC2(C)CCC(=O)N12 (stereo not drawn),.,-6.4%,12.4%,1.8%,-7.1%,
Nc1ncnc2c1ncn2C1C=C(CO)C(O)C1O (stereo not drawn),.,-1.6%,.,6.0%,.,
FC(F)(F)c1cc(CCN2CCNC[C@@H]2CC2CCCCC2)cc(C(F)(F)F)c1,.,12.6%,?,i,?,
CCOc1ccccc1NC(=O)COc1ccc2ccc(=O)oc2c1,16.5%,-16.1%,-1.5%,i,-6.9%,
CCCCC(=O)Nc1cc(NC(=O)CCCC)cc(C(=O)O)c1,-2.6%,4.0%,-2.0%,0.2%,5.4%,
CCn1c(SCC(=O)N2CCC(C(N)=O)(N3CCCCC3)CC2)nc2ccccc2c1=O,.,1.6%,.,i,.,VEEV TC-83 Vero 10K pilot screen=0.4
CCc1nnc(NC(=O)CSc2nnc3scc(-c4ccc(C)cc4)n23)s1,-8.6%,3.5%,-17.4%,i,-4.7%,
O=C(NCC(=O)N1CCN(c2ncccn2)CC1)c1ccccc1OC(F)F,.,-7.6%,13.3%,1.3%,-2.6%,
CCOC(=O)Cc1cc(=O)n2[nH]c(C)c(C#N)c2n1,8.0%,-4.3%,4.9%,1.6%,1.8%,
CC(=O)Nc1sc(C)c(C)c1C(=O)OCC(=O)NC(C)c1ccccc1 (stereo not drawn),.,-5.5%,.,8.6%,.,
CCc1cc(-c2[nH]ncc2-c2ccc3c(c2)OCO3)c(O)cc1O,9.0%,10.5%,10.0%,3.7%,0.8%,
Cn1cnnc1SCCC(=O)Nc1ccccc1,5.2%,-17.4%,-2.5%,0.4%,5.6%,
O=C(CSc1nnc(Cc2cccs2)n1Cc1ccco1)Nc1cc(Cl)cc(Cl)c1,3.2%,1.2%,45.0%,i,1.5%,
O=C(Nc1ccc(Cl)c(NC(=O)c2cccs2)c1)c1ccco1,-4.1%,3.6%,18.9%,i,8.0%,
COc1ccc(Cl)cc1-c1nc(SCC(=O)NC(C)(C)C)n[nH]1,12.0%,-1.4%,5.6%,9.1%,-0.7%,
COc1cccc(C(=O)Nc2ccc3c(c2)C(=O)N(CCC(=O)O)C3=O)c1,-1.8%,-7.6%,1.4%,2.9%,-4.5%,
CCOC(=O)/C(C#N)=C/Nc1ccccc1NS(=O)(=O)c1ccc2c(c1)OCCO2,.,2.6%,27.6%,4.4%,-12.9%,
NNC(=O)[C@H](Cc1ccccc1)NC(=O)NCCc1ccccc1,0.8%,-12.2%,-14.3%,i,1.0%,
CCOC(=O)CCCCC(=O)c1[nH]c(=O)[nH]c1CSc1nc2ccccc2[nH]1,8.7%,11.1%,-4.2%,1.1%,-1.3%,
O=C(/C=C/c1ccc([N+](=O)[O-])cc1)OCC(=O)N1CCOCC1,.,-0.4%,-10.7%,i,-1.5%,
Cc1cc(S(=O)(=O)N(Cc2ccc(C(C)(C)C)cc2)Cc2cccs2)ccc1-n1cnnn1,-6.2%,-6.1%,?,1.7%,15.0%,

# Compounds as they come. About 1.6% of those tested had a hit in this group.
